SENP8 block-1: SENP8 protease inhibitors, primary screen, biochemical, luminescence | AID 2540, 2010 | Sentrin-specific protease 8 (Homo sapiens), Q96LD8 | hit rate 1.2% among 330,000 | purified SENP8, Z-RLRGG-aminoluciferin cleavage | inhibition, % at 10 µM; in the data active = inhibition above about 50%
Target sequence (Q96LD8 whole entry, looked up): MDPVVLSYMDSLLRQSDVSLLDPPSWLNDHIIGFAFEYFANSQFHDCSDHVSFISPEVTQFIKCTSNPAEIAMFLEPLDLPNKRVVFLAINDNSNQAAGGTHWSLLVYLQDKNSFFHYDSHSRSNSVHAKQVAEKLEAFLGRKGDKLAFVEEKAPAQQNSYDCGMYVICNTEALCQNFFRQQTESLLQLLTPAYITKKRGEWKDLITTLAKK
Apaf1 inhib: inhibitors of human Apaf-1 apoptosome, primary screen, biochemical, DEVD-Rh110 fluorescence, uHTS. reconstituted apoptosome caspase-3 activity. inhibition, % at 20 µM. hit rate 0.71% among 330,000. AID 489030, 2010; active = inhibition of at least 40% at 20 µM;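 also: plate controls were DMSO wells for no effect and DEVD-CHO caspase inhibitor wells for full effect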
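Material: reconstituted apoptosome with Apaf-1, cytochrome c, caspase-9, procaspase-3, dATP; medium: pH 7.5 Hepes buffer with CHAPS, BSA, DTT; also added: cytochrome c and DEVD-Rh110 substrate; timing: 30 min plus 50 min, RT; signal: Rh110 fluorescence intensity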
HKDC1 inh: HKDC1 hexokinase inhibitors, primary screen, biochemical, fluorescence, uHTS; AID 493160, 2011; inhibition, % at 20 µM; Q2TB90; recombinant HKDC1, G6PDH/diaphorase resazurin coupled fluorescence; hit rate 0.16% among 340,000;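 active = inhibition above about 35% when tested at 20 µM, limit read from the data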;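 also: plate controls were DMSO wells with enzyme for no effect and DMSO wells lacking enzyme for full effect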
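Material – in-house recombinant HK5 (HKDC1) enzyme · Quantity – HKDC1 at 5 µg/mL · Buffer or medium – pH 8.0 Tris buffer with 10 mM MgCl2 · Reagent – glucose with 1 mM ATP · Dosing – single 20 µM dose · Times – reaction time 90 min, room temperature, protected from light · Technique – resorufin fluorescence at 613 nm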
SENP7 inh: SENP7 protease inhibitors, primary screen, biochemical, luminescence, uHTS. recombinant SENP7, Z-RLRGG-aminoluciferin luminescence, 40 min. inhibition, % at 5 µM. hit rate 1.5% among 330,000. AID 434973, 2010;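 active = inhibition above about 50% at the single test dose, limit read from the data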;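 also: plate controls were DMSO with enzyme for no effect and no enzyme buffer wells for full effect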
SENP1 FRET inh: human SENP1 catalytic domain inhibitors, primary screen, biochemical, FRET, uHTS. Sentrin-specific protease 1 (Homo sapiens), Q9P0U3. recombinant SENP1 catalytic domain, CyPet-SUMO1-YPet FRET cleavage. inhibition, % at 10 µM. hit rate 0.21% among 360,000. AID 624204, 2012;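 active = inhibition at least 30% at 10 µM, raw YFP signal under a set limit, fluorescence ratio 0.5 to 1.5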;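 also: 0% = enzyme with DMSO and 100% = no enzyme wells; some results filed as inactive read as strong as hits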
Target sequence (Q9P0U3 419-644 limits assumed): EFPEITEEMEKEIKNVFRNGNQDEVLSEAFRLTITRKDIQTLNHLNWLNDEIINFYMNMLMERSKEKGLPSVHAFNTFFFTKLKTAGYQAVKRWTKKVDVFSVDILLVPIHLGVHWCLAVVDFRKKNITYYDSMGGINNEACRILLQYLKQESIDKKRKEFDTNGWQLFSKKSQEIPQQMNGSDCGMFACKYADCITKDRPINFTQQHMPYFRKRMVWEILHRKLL
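Test system: recombinant human SENP1 catalytic domain, His6-tagged / Medium: pH 8 Tris buffer with EDTA, NaCl, BME, BSA, NP40, catalase / Also added: SUMO1 FRET substrate flanked by Cypet and Ypet, 25 nM / Times: 50 min reaction at room temperature / Signal: FRET, CFP and YFP emission / Control set: no-enzyme low control and enzyme-plus-DMSO high control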
PfG6PD inh: PfG6PD enzyme inhibitors, primary screen, biochemical, fluorescence intensity, uHTS | inhibition, % at 20 µM | glucose-6-phosphate dehydrogenase-6-phosphogluconolactonase (Plasmodium falciparum 3D7) | PfGluPho enzyme, NADPH resazurin-diaphorase fluorescence | hit rate 0.78% among 350,000;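 active = inhibition reaching at least a set limit at 20 µM in the primary screen, cut at about 59% in these data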;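 also: 0% = DMSO wells with substrate and 100% = DMSO wells lacking glucose-6-phosphate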
SENP6 inh: SENP6 protease inhibitors, primary screen, biochemical, luminescence, uHTS; Recombinant SENP6 catalytic domain, aminoluciferin luminescence; inhibition, % at 10 µM; hit rate 1.8% among 330,000; AID 2599, 2010;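 active = inhibition above about 50% at the single tested dose, limit read from the data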;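 also: plate controls were DMSO wells with enzyme for no effect and DMSO wells lacking enzyme for full effect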
Target sequence (Q9GZR1 628-1112 limits assumed): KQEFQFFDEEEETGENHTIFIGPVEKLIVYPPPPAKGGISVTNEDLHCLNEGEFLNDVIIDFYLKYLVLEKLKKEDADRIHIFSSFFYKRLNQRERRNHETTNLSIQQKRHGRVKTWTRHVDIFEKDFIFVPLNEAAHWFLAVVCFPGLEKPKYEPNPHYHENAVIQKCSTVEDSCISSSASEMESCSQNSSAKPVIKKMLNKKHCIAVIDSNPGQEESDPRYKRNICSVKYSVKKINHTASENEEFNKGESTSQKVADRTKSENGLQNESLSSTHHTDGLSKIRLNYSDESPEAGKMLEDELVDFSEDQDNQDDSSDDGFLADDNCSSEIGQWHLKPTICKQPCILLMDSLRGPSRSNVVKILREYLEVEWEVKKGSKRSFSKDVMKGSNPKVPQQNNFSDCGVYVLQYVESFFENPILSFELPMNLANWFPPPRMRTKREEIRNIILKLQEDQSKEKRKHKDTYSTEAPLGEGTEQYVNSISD
SENP8 block-2: human SENP8 protease inhibitors, primary screen, biochemical, fluorescence, Nedd8 protein substrate, uHTS. inhibition, % at 20 µM. hit rate 0.64% among 360,000. AID 602440, 2012. recombinant SENP8; in the data active = inhibition mostly above about 40%, no sharp cut-off; inactive = mostly below about 27%
* = called active by the depositor; i = inactive; / = no result given.

SMILES	SENP8 block-1	Apaf1 inhib	HKDC1 inh	SENP7 inh	SENP1 FRET inh	PfG6PD inh	SENP6 inh	SENP8 block-2
CCCN1CCC(=O)N([C@H](CSc2ccc(OC)cc2)Cc2ccccc2)CC1	1	14	1	3	-10	1	0	8
CS(=O)(=O)c1cccc(-c2csc(N3CCC(C(N)=O)CC3)n2)c1	-2	4	3	5	2	22	2	11
CCN(C(=O)Cc1c(C(=O)O)n(C)c2ccccc12)c1cc(OC)ccc1OC	2	2	-3	5	2	-5	19	8
Cn1c2ccccc2c(=O)c2ccc(NCCc3cccs3)cc21	66*	30	15	38	-33	35	68*	i
C/C=C/C=C/C(=O)N1CC2(CC(c3cccc(NC(=O)CCCCC)c3)=NO2)C[C@H]1C(N)=O (stereo partly drawn)	5	-7	5	-6	1	31	-9	-3
COC(=O)CC1C(=O)NCCN1C(=O)CSc1nc2ccccc2c(=O)n1CC(C)C (stereo not drawn)	1	-17	-2	0	-1	10	18	9
CC12CCC(C(=O)NCc3ccco3)(OC1=O)C2(C)C (stereo not drawn)	3	-13	4	2	2	-1	-12	13
COc1cc(NC(=S)NNC(=O)C(C)(C)O)cc(OC)c1	-3	-8	-6	4	0	4	-7	7
CC1(c2nnc(-c3ccc(F)cc3)o2)CC(c2ccccc2)=NO1 (stereo not drawn)	9	5	-1	6	3	3	-9	5
CCCCn1c(N)c(N(CC(C)C)C(=O)C2CCN(c3ncnc4sc(C)c(C)c34)CC2)c(=O)[nH]c1=O	13	12	1	2	-8	10	-3	0
CCOC(=O)c1c(N2CCN(c3ccccc3)CC2)cc(C)nc1C	2	3	-4	-3	-7	1	7	3
Clc1ccc(-c2nnc(-c3ccc4ccccc4c3)o2)cc1	/	/	-9	/	2	3	/	-498
CC(=O)N(C(C)=O)S(=O)(=O)c1ccc(N=NN2CCOCC2)cc1	1	-9	-7	-2	1	16	3	6
Cc1nnc(NC(=O)C2CCCN(S(=O)(=O)c3ccccc3C(F)(F)F)C2)s1 (stereo not drawn)	0	5	0	4	1	8	-3	18
COc1ccc(N2CC(C(=O)NCCS(=O)(=O)N3CCN(c4ccccc4)CC3)CC2=O)cc1 (stereo not drawn)	3	-14	-11	4	1	-9	-13	12
O=C(CSc1nnc(CNC(=O)c2cccs2)o1)Nc1cccc(C(F)(F)F)c1	-1	0	-2	0	0	13	-4	21
COCC(=O)N1CCCC(CNS(=O)(=O)c2ccc(OC)cc2)C1 (stereo not drawn)	-1	-7	10	5	-1	-14	-6	3
CC(C)[C@H](NC(=O)N1CCn2c1nc1ccccc12)C(=O)N[C@H](C(=O)O)c1ccccc1	-7	-1	-4	-9	1	-5	-5	11
Cc1ccc(N2CCN(C(=O)CNS(=O)(=O)c3ccc(Br)s3)CC2C)cc1 (stereo not drawn)	1	-2	0	-1	0	14	-3	23
O=C(CN(C(=O)c1csnn1)c1ccccc1C(F)(F)F)NCc1ccccc1	-7	5	-5	-3	3	-5	-14	14
CN(c1ccc(C(=O)NC2CC2)cc1)S(=O)(=O)c1ccccc1	0	0	-4	0	3	-1	-10	6
CC(C)(C)Cn1c(=O)[nH]c(=O)c2cc([N+](=O)[O-])cnc21	4	-9	13	1	-15	6	-10	-6
COC(=O)Nc1nc(-c2ccc(F)cc2)c(C)s1	-8	11	-5	-2	2	-1	-19	21
CC1CC(C(O)c2ccccn2)C(=O)C(C(O)c2ccccn2)C1 (stereo not drawn)	/	/	-2	/	2	14	/	15
Cc1nnsc1C(=O)N1CCN(c2cc(C(F)(F)F)ccn2)CC1	-8	-11	-3	10	1	-4	-3	-22
Cc1ccc(N(C)S(=O)(=O)c2ccc3c(c2)CC(C)N3C(=O)C2CC2)cc1 (stereo not drawn)	2	14	0	2	1	-11	9	-3
CCOC(=O)Cc1csc(NC(=O)Cc2ccccc2[N+](=O)[O-])n1	2	-3	-2	-5	-2	22	-20	5
CCN1CCN(c2ccc(S(=O)(=O)N3CCCCC3)cc2NC(=O)c2cccc(OC(F)F)c2)CC1	12	26	4	-5	2	6	-3	7
Cc1cc(C)cc(N(C(C)C(=O)NCCC2=CCCCC2)S(C)(=O)=O)c1 (stereo not drawn)	-9	8	12	5	1	-17	-6	4
Cn1c(=O)[nH]c(=O)c2c1nc(N1CCOCC1)n2CC(=O)c1ccccc1	1	-8	2	3	1	-7	0	15
O=C(C[n+]1ccc(/C=N/O)cc1)NC(=O)Nc1ccccc1	-14	9	-9	-4	-8	-4	-4	-3
COc1cccc(-c2ccc(SCC(=O)NC3CCCC3)nn2)c1	4	-2	-5	0	0	-6	7	11
CN(C(=O)CSC(=O)c1ccccc1)c1ccccc1	-6	0	-5	-5	0	-2	-7	14
CC1CCN(c2nc3c(N)ncnc3n2[C@@H]2O[C@H](CO)[C@@H](O)[C@H]2O)CC1	2	-3	-6	-1	1	2	23	15
c1ccc(-c2nnc3sc(CN4CCC5(CC4)OCCO5)cn23)cc1	0	-14	-2	9	2	-17	6	3
CCSc1nnc(C)c(=O)n1COC(=O)c1ccc(S(=O)(=O)N2CCCC2)cc1	-9	-12	11	-8	4	0	-23	-2
O=C(c1ccc(-c2ccccc2)cc1)C1CCCN(C(=O)c2ccncc2)C1 (stereo not drawn)	-4	27	-4	9	2	-9	-7	2
O=C(CN1CCC(C(=O)c2ccc(F)cc2)CC1)NCc1ccccc1F	1	6	5	10	-11	-15	-14	1
CCCCNS(=O)(=O)c1ccc(OC)c2ncccc12	3	9	5	9	3	-18	5	24
Cc1ccc(-c2cc(C(=O)N(C)Cc3cnn(C)c3C)c3cc(Br)ccc3n2)cc1	-6	26	-10	1	2	-14	-25	-2
CC1CCC(NC(=O)c2ccc3nc[nH]c3c2)CC1 (stereo not drawn)	6	6	2	0	-2	-12	-13	3
Cn1c(N)c(C(=O)COC(=O)c2ncc(Cl)c(Cl)c2Cl)c(=O)n(C)c1=O	2	1	-11	-1	2	0	5	6
O=C(NCCc1ccccc1)C1CCN(C(=O)Nc2ccccc2)CC1	2	5	-1	-6	1	-5	-16	5
CN(C)C(=O)CCCc1nc(-c2ccc(Cl)cc2)no1	4	-12	-6	-1	0	-3	-13	8
CCCCOc1ccc(NC(=O)C2CC=CCC2C(=O)O)cc1 (stereo not drawn)	1	-12	-10	-9	4	4	-5	-9
O=C(CNCCO)N1CCc2ccccc21	-3	0	-3	3	-1	6	6	10
COc1ccc(C2CC(C)=C(C#N)S(=O)(=O)C2C#N)cc1 (stereo not drawn)	3	-18	7	5	-67	-8	-7	-18
C[C@H](CO)N1C[C@H](C)[C@@H](CN(C)C(=O)Nc2ccc(C(F)(F)F)cc2)Oc2c(cccc2N(C)C)C1=O	8	21	-1	8	1	82*	6	-7
O=C(NCc1cn(-c2ccccc2)nc1-c1ccccc1)c1cc([N+](=O)[O-])cc([N+](=O)[O-])c1	-6	9	-3	0	-2	1	15	22
C=CCNC(=S)Nc1sc2c(c1C(N)=O)CCCC2	-11	-3	-4	14	-3	46	6	0
C=C(C)C1CC=C(C)/C(=N/NC(=O)c2ccc(NC(=O)CC)cc2)C1 (stereo not drawn)	1	-16	-6	12	0	-12	-9	15
COc1ccc2c(Cl)c(C(=O)NC3CCS(=O)(=O)C3)sc2c1 (stereo not drawn)	0	-5	-1	11	2	6	3	26
COc1cc(/C=C/C(=O)OCC(=O)NC(=O)NC(C)C)cc(S(=O)(=O)N2CCc3ccccc32)c1OC	-13	15	-2	-5	-17	14	-16	15
CCOC(=O)c1c(NC(=O)C(C)NCc2ccco2)sc2c1CCC(C)C2 (stereo not drawn)	7	31	8	1	0	18	-6	-127
CC(C)(C)c1ccccc1NC(=S)NC1CCCCC1	1	15	-3	9	6	-3	3	12
N#CC1=C(N)NC(SCc2ccc(F)cc2)=C(C#N)C12CCCCC2	-8	15	9	-7	0	0	10	3
CC(=O)C[C@H]1c2ccccc2S(=O)(=O)N1C1CCCCC1	-6	8	0	6	-10	-21	-10	-6
Cc1ccccc1-c1nnn(Cc2cccc(S(=O)(=O)N3CCOCC3)c2)n1	-6	8	2	8	1	-1	-10	8
O=C(c1cc(-c2ccco2)on1)N1CCN(C(c2ccccc2)c2ccccc2)CC1	3	-5	8	4	-13	-6	-10	5
CC(C)CN(C(=O)CN1CCc2ccccc21)c1c(N)n(CC(C)C)c(=O)[nH]c1=O	-3	1	-9	11	-36	21	1	-32

The closing four records of the section before are carried over, then new ones follow.
SMILES	SENP8 block-1	Apaf1 inhib	HKDC1 inh	SENP7 inh	SENP1 FRET inh	PfG6PD inh	SENP6 inh	SENP8 block-2
CC(=O)C[C@H]1c2ccccc2S(=O)(=O)N1C1CCCCC1	-6	8	0	6	-10	-21	-10	-6
Cc1ccccc1-c1nnn(Cc2cccc(S(=O)(=O)N3CCOCC3)c2)n1	-6	8	2	8	1	-1	-10	8
O=C(c1cc(-c2ccco2)on1)N1CCN(C(c2ccccc2)c2ccccc2)CC1	3	-5	8	4	-13	-6	-10	5
CC(C)CN(C(=O)CN1CCc2ccccc21)c1c(N)n(CC(C)C)c(=O)[nH]c1=O	-3	1	-9	11	-36	21	1	-32
CN(C(=O)c1ccc(NC(=O)C2CCCN(C(=O)OC(C)(C)C)C2)cc1)C1CC1 (stereo not drawn)	2	8	-3	12	1	-19	4	16
Cc1ccsc1C(C(=O)NCc1ccccc1)N(C(=O)c1csnn1)c1ccccc1 (stereo not drawn)	3	13	-2	-4	2	-9	22	6
O=C(OCC(=O)N1CCc2ccccc2C1)c1cccc([N+](=O)[O-])c1	5	-6	-6	2	3	-8	7	1
Cc1ccc([C@@H]2CC=C(C(=O)O)[C@H](c3ccccc3)N2S(=O)(=O)c2ccc(C)cc2)cc1	8	10	1	-5	-1	-10	3	5
COc1ccc(C(=O)COc2ccc3ccc(=O)oc3c2)cc1	4	-3	-1	7	-2	38	0	-90
Cn1c(NNC(=O)C2CCCCC2)cc(=O)n(C)c1=O	2	-7	-7	0	-75	6	10	6
O=S(=O)(NCCc1ccc(Cl)cc1)c1cccs1	3	14	-4	-1	0	14	-2	14
Cc1ccc2nc(NC(=O)CC3Oc4ccccc4NC3=O)sc2c1 (stereo not drawn)	1	-6	-8	6	-1	-7	-12	20
O=C(/C=C/c1ccccc1Cl)NC1CCCCC1	-2	11	-7	5	1	2	-5	6
Cc1ccc(S(=O)(=O)N2CCCCC2)cc1NC(=O)COC(=O)C1(C)CC1(Cl)Cl (stereo not drawn)	-15	10	1	-6	-2	12	1	-2
COC(=O)c1cc(C(=O)OC)cc(N2C(=O)CC(N3CCN(c4ccccc4)CC3)C2=O)c1 (stereo not drawn)	/	/	-6	/	1	15	/	26
Cc1ccccc1NC(=S)N(Cc1cccnc1)Cc1ccco1	4	-14	-11	5	2	-1	-8	18

Assay outcomes (PubChem BioAssay)
